Screening data (PubChem BioAssay)
TROY signal inh = inhibitors of TROY-dependent NF-kB signaling | Q293 LMP1-TROYcd NF-kB luciferase reporter, 4 h | AID 1347056 | inhibition, % at 10 µM | 360,000 tested, 0.98% active;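 active = compounds whose plate-normalised and pattern-corrected inhibition of the luciferase reporter signal at the single screening dose is 50% or more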
SRC1 inh = human NCOA1 inhibition | 360,000 tested, 0.12% active | HEK293 GAL4-SRC1 luciferase reporter, luminescence | Q15788 | inhibition, % at 3.6 µM;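 active = inhibition above the campaign mean plus 3 SD, with each screening campaign given its own cutoff, cut at about 60% in these data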;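 note: 0% = DMSO treated cells and 100% = gossypol at 36 µM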
NR5A2 inv ag = NR5A2 inverse agonism in reporter assay; HEK293T StAR-luciferase reporter, LRH-1 transfected, 24 h; inhibition, % at 3.6 µM; 360,000 tested, 0.13% active; AID 602396;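 active = inhibition above the mean inhibition of all tested compounds plus 3 SD, cut at about 73% in these data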;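 note: 0% = DMSO wells and 100% = reporter-only cells lacking LRH-1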
Target sequence (O00482 whole entry, looked up): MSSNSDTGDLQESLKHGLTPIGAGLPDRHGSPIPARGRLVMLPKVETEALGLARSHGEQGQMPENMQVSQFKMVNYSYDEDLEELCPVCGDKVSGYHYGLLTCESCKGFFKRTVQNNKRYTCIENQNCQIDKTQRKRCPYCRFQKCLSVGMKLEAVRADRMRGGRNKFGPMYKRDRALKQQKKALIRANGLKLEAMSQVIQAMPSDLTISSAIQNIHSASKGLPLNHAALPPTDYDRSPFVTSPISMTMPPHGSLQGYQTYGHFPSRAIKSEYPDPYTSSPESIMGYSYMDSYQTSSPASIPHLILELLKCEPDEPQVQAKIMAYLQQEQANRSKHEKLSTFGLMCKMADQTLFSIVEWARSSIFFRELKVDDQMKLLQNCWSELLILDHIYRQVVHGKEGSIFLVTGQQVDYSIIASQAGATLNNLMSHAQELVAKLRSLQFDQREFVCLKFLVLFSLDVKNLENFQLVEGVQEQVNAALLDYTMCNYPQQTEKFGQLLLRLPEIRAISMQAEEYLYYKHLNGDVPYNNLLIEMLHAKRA
TWEAK-Fn14 inh = inhibitors of TWEAK-Fn14 interaction signaling | TWEAK-stimulated Fn14 reporter cells, luciferase luminescence, 8 h | inhibition, % at 10 µM | 360,000 tested, 2% active | AID 1159606; in the data active = inhibition above about 50%
C8 TRAIL sens = sensitizes caspase-8 expressing cells to TRAIL; NB7+C8 cells + TRAIL, ATPlite viability luminescence; inhibition (viability loss, TRAIL sensitization), % at 10 µM; 360,000 tested, 1% active;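 active = compounds causing at least 50% loss of cell viability in the single-dose screen, relative to plate controls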
LMP1 NFkB inh = Epstein-Barr LMP1 NF-kappaB reporter inhibition; LMP1-induced NF-kappaB luciferase reporter cells, luminescence; inhibition, % at 12.5 µM; 350,000 tested, 0.69% active; in the data active = inhibition above about 41%;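 note: 0% = neutral control wells and 100% = reference inhibitor control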
NR2F2 inh = NR2F2 (human) inhibition, primary screen. inhibition, % at 8.6 µM. HEK293T NGFI-A luciferase reporter, luminescence. P24468. 370,000 tested, 0.7% active;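 active = inhibition above a per-plate cutoff, mean inhibition of test wells between control levels plus 3 SD, cut at about 38% in these data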;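 note: cells cotransfected with COUP-TFII expression vector driving the NGFI-A reporter; 0% = median of COUP-TF2 test wells and 100% = reporter-only cells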
Target sequence (P24468 whole entry, looked up): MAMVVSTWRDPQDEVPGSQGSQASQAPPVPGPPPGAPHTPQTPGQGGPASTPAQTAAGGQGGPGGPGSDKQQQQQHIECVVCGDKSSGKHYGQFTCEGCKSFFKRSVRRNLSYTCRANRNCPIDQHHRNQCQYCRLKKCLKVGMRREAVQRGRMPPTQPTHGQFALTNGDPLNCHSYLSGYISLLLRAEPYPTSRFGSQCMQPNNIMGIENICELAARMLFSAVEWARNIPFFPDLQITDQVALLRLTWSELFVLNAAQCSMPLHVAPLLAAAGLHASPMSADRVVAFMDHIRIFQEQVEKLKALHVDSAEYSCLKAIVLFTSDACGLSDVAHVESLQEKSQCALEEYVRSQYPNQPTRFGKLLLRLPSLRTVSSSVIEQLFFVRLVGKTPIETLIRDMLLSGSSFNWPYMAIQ
SRC3 inh = human NCOA3 inhibition; 360,000 tested, 0.17% active; HEK293 GAL4-SRC3 luciferase reporter, luminescence; inhibition, % at 3.6 µM;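 active = inhibition above a per-campaign cutoff, the mean of all compounds plus 3 SD, cut at about 60% in these data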;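 note: 0% = DMSO-treated cells and 100% = gossypol-treated cells at 36 µM; higher means less SRC3-driven luciferase light from the GAL4 reporter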
KKLEB cytotox = reduces viability of KKLEB cystic fibrosis airway cells. KKLEB CF airway cells viability, ATPlite luminescence, overnight; active compounds read low; cells stimulated with P. aeruginosa culture filtrate. activity change (cytotoxicity), % at 5 µM. 360,000 tested, 0.36% active;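 active = corrected activity change at or below -50% at 5 µM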
SRC2 inh = inhibits human steroid receptor coactivator 2 | inhibition, % at 9 µM | HEK293 GAL4-SRC2 luciferase reporter, luminescence | AID 651957 | Q15596 | 370,000 tested, 0.17% active;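 active = inhibition above the mean inhibition of all tested compounds plus 3 SD, set per campaign, cut at about 52% in these data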;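 note: 0% = DMSO treated cells and 100% = cells given Gossypol at 36 µM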
CF NFkB inh = blocks PAF-induced NF-kB reporter in cystic fibrosis cells. inhibition, % at 5 µM. KKLEB NF-kB-GFP reporter, GFP fluorescence overnight. 360,000 tested, 0.86% active;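 active = at least 50% inhibition at 5 µM, scaled per plate between neutral and stimulator controls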;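 note: PAF is a Pseudomonas aeruginosa culture filtrate used as stimulus; plate controls were PAF-stimulated DMSO wells for no effect and unstimulated DMSO wells for full effect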
An asterisk follows results filed as active; nt = not tested or not shown.

SMILES	TROY signal inh	SRC1 inh	NR5A2 inv ag	TWEAK-Fn14 inh	C8 TRAIL sens	LMP1 NFkB inh	NR2F2 inh	SRC3 inh	KKLEB cytotox	SRC2 inh	CF NFkB inh
O=c1c2ccccc2nnn1CSc1nnnn1-c1ccc(O)cc1	-1	-3	10	1	-4	-9	2	-4	11	0	-2
COc1cccc(CSc2nc3nc(C)cc(C)n3n2)c1	-8	15	-40	4	12	-5	0	-22	-1	-6	-9
Cc1cc2cc(C)c(NCCNC(=O)c3ccccc3F)nc2cc1C	4	-6	4	-2	5	3	-8	11	-19	-30	11
CN(C)c1ccc(C(=O)OCC(=O)N2CCOCC2)cc1	-13	-5	-20	5	-17	3	-16	-13	-3	-20	16
CC1CCc2c(C(=O)NCc3cccnc3)csc2C1 (stereo unspecified)	-1	7	0	-7	-6	0	8	8	-2	-10	-1
CC(Sc1nnc(Cc2cccs2)n1C1CCCCC1)C(=O)N1CCc2ccccc21 (stereo unspecified)	13	3	12	21	11	2	12	19	2	7	-7
CCOCCCNC(=S)Nc1cc(C)cc(C)c1	-8	-8	-16	0	9	6	0	12	0	-1	0
CC(C)CCN(C(=S)Nc1cccc(F)c1)C1CCN(C(C)C)CC1	-4	-6	-1	-3	-9	19	-12	2	-9	21	16
Cc1ccc2c(c1)C(O)(CC(=O)/C=C/C=C/c1ccccc1)C(=O)N2 (stereo unspecified)	-9	-8	14	2	-5	7	10	-2	6	26	1
COc1cc(Br)cc(Br)c1OCC(=O)N/N=C/c1c(C)n(C)n(-c2ccccc2)c1=O	16	15	17	-18	12	-7	1	-7	-21	-20	13
CCN(CC)S(=O)(=O)c1ccc(N=Nc2c(N)[nH]c(=O)[nH]c2=O)cc1	-21	-15	0	-17	-6	4	11	12	4	18	9
COc1ccc(S(=O)(=O)N2CCCC2)cc1NC(=O)c1ccccc1F	4	2	-9	3	-18	-4	4	0	-6	-15	6
Cc1csc(=O)n1CC(=O)OCC(=O)Nc1ccc(F)c(F)c1	5	-19	-12	-8	9	-2	3	-20	8	-19	-14
CN(C(=O)COC(=O)CCc1c[nH]c2ccccc12)C(c1ccccc1)c1ccccc1	-10	-6	-28	20	1	-2	-18	0	8	7	16
CCOC(=O)c1sc(=S)n(-c2ccc(C)cc2)c1SC	-8	-7	-2	2	-5	6	-14	-2	-5	2	15
CC1CN=C(c2cccn2Cc2ccc(F)cc2Cl)O1 (stereo unspecified)	-14	0	8	-15	7	-2	20	10	0	-10	9
O=C(N/N=C/c1ccc([N+](=O)[O-])cc1)c1[nH]ncc1Br	-26	-97	-104	30	49	-16	-50	-79	-3	-64	1
OC1(c2ccc3c(c2)OCO3)CCN(Cc2ccccn2)CC1	-8	-3	6	4	24	0	2	-3	6	-5	-15
CCCOc1ccc(C(=O)NCCc2ccccc2)cc1	21	-97	-103	48	35	-1	-26	-57	-6	-50	-7
O=C(NCC1CCCO1)c1ccccc1S(=O)(=O)c1ccc([N+](=O)[O-])cc1 (stereo unspecified)	1	-1	12	-1	-5	-3	-14	14	-9	-3	12
CCCCN(C(=O)c1ccccc1Br)C1CCS(=O)(=O)C1 (stereo unspecified)	-17	-7	-2	-5	3	-1	6	10	-3	3	17
Fc1cccc(CCN2C(=S)NC[C@@H]2CC2CCCCC2)c1	-14	3	-30	2	2	-2	15	-16	2	-22	21
Nn1c(SCC(=O)Nc2cccc(Br)c2)nnc1C1CC1	2	-9	-4	-1	-15	6	10	-14	7	10	16
Cc1ccc(NC(=O)CNCc2cccs2)cc1Br	-38	-1	-12	-13	-36	-1	-14	-12	6	-27	-10
CC(CSc1nnnn1-c1ccccc1)Cn1c(N2CCCC2)nc2c1c(=O)[nH]c(=O)n2C (stereo unspecified)	-3	-3	1	9	-3	1	-13	16	-1	0	-14
COc1cccc(NC(=O)C2(C)CCN2Cc2ccccc2OC(F)F)c1 (stereo unspecified)	11	10	-21	17	6	nt	12	-7	-3	-2	18
COc1cc([N+](=O)[O-])ccc1NC(=O)C[n+]1cccc(C)c1	10	0	19	5	0	-6	8	14	-1	5	-9
COc1ccc(NC(C)=O)cc1NC(C)C(=O)Nc1ccc(S(=O)(=O)N2CCCCC2)cc1 (stereo unspecified)	4	2	-8	14	-10	2	-3	3	11	8	7
CCOC(=O)C(Cc1ccc(NC(=O)/C(=C\c2ccccc2)NC(=O)c2ccccc2)cc1)N1C(=O)c2ccccc2C1=O (stereo unspecified)	18	9	-17	4	3	-4	8	17	-42	-2	19
CN(C)C(CNC(=O)C1CCCN1C(=O)c1cccs1)c1ccccc1 (stereo unspecified)	9	2	28	0	-1	nt	-6	-16	-11	-10	20
Cc1cc(C)c(C#N)c(SCc2ccccc2)n1	-15	3	2	23	-8	2	-6	17	-6	-17	3
CCSc1ccccc1C(=O)NCc1ccco1	-11	-14	15	-5	-2	-3	17	17	-6	-3	11
COc1cc(OC)c(OC)cc1CNCCNC(=O)c1ccco1	5	-6	-20	96*	-10	-3	8	-6	-5	-27	6
Cc1ccc(NC(=O)C2OCCc3ccccc32)cc1C (stereo unspecified)	-69	-66	-88	-31	8	-11	-23	-31	-1	-17	-17
O=C(NCCS(=O)(=O)N1CCN(c2ccccc2)CC1)c1cccc(F)c1	-8	8	5	-5	-11	6	1	17	2	-7	-14
Cc1ccc(S(=O)(=O)NCC(=O)OCC(=O)c2ccc(S(=O)(=O)N3CCCCC3)cc2)cc1C	-22	-8	0	-4	13	-7	4	-23	-18	6	-3
COc1cc(C2Nc3cccc4cccc(c34)N2)ccc1O	11	10	16	-3	-12	9	13	-20	0	1	-25
CN(CC(=O)Nc1ccc(F)c(F)c1F)C(=O)CCCSc1nc2ccccc2[nH]1	-6	-9	-15	-18	-9	0	15	2	-11	18	11
COC(=O)Nc1cccn(Cc2c(Cl)cccc2Cl)c1=O	0	-20	-13	-13	-15	6	5	-1	5	-13	-1
CCCC(=O)Nc1ccc2c(c1)nc(CN1CCCCC1)n2C	0	-18	-4	8	-13	0	-19	-7	3	13	-14
CN(C(=O)COC(=O)CNC(=O)CNC(=O)c1ccc(Cl)cc1Cl)c1ccccc1	1	-13	5	10	6	0	6	7	3	5	-9
Cc1cc(C)c2cc(C(c3nnnn3CC3CCCO3)N3CCN4CCCC4C3)c(=O)[nH]c2c1 (stereo unspecified)	-11	3	14	-16	-3	2	0	-2	6	-31	-1
O=C(COC(=O)CCC1CCCC1)Nc1nc2c(F)c(F)c(F)cc2s1	-11	-4	2	-6	9	9	-4	-4	-16	-9	-12
O=S(=O)(c1ccccc1)c1nc(-c2cccs2)oc1NCc1cccnc1	15	-7	-5	10	7	-13	-23	-25	3	-30	-18
CCc1ccc(-c2cc(C)no2)cc1S(=O)(=O)Nc1cc(C)ccn1	-21	-16	-14	4	2	6	-4	-2	2	-20	15
CCCN1C(=O)c2ccc(C(=O)Nc3nccs3)cc2C1=O	-47	-1	5	-1	-4	1	-12	-16	6	-5	-11
CCOC(=O)c1cc(C)n(Cc2ccc(OCC)c(OC)c2)c1C	7	7	-8	5	21	9	6	27	-12	13	-1
Cc1ccc2nc(NC(=O)c3ccc(OCC4CCCO4)cc3)sc2c1 (stereo unspecified)	37	-45	-77	90*	34	-3	2	-33	1	2	-18
CCCCN1CC(N2CCN(CCN(C)C)CC2)CS1(=O)=O (stereo unspecified)	-14	-5	-16	-4	-9	nt	-5	-17	4	-10	-14
CC(=O)Nc1ccc(NC(=O)c2ccc(N(Cc3ccccc3C)S(C)(=O)=O)cc2)cc1	-13	0	-17	86*	-9	-8	18	34	-3	2	-18
CC(NC(=O)COC(=O)C1CCN(c2ccc(C(F)(F)F)cn2)CC1)c1ccccc1 (stereo unspecified)	3	10	13	-18	-28	10	14	16	-6	-1	2
COc1ccccc1N1CCN(C(=O)CN(CCc2ccccc2)S(C)(=O)=O)CC1	-4	-2	-1	1	-6	3	11	16	11	14	-4
CCc1ccccc1Oc1nc(NCc2ccccc2)nc2ccsc12	5	12	-41	11	-3	nt	-2	-3	10	-10	10
COc1cc(C2NC(=O)C(C#N)=C(Nc3cccc(C)c3)S2)ccc1O (stereo unspecified)	-21	-2	19	-4	3	1	5	8	9	-2	-29
CCCCNC(=O)CSc1cc(=O)n(C)c2ccccc12	-22	4	8	-3	-15	6	6	-2	7	4	-4
CCN1C(=O)[C@H]2[C@@H](c3ccc(-c4cc(C(C)=O)cs4)cc3)N3CCCC[C@@]3(C(=O)OC)[C@H]2C1=O	16	-6	-12	2	12	-1	11	14	-10	2	27
CCOC(=O)[C@@H]1[C@H]2COc3cc(OC)ccc3[C@@H]2N2C(=O)N(c3ccc(OC)cc3)C(=O)[C@]12C	8	-6	7	-5	-9	-5	6	10	-4	4	13
Nc1nc(COC(=O)CCC(=O)c2ccccc2)nc(Nc2ccccc2)n1	-7	-6	-15	8	1	1	-13	12	8	-18	0
CCOc1cc(/C=N/n2cnnc2)ccc1OCC(=O)Nc1ccccc1OC	nt	-2	-1	-21	-6	1	-4	-83	-7	-3	0
COc1ccc(-c2nc3ccc(N4CCCC4)cc3c(=O)[nH]2)cc1OC	-5	-8	6	-10	-4	8	3	-5	3	-9	11

More compounds follow.
SMILES	TROY signal inh	SRC1 inh	NR5A2 inv ag	TWEAK-Fn14 inh	C8 TRAIL sens	LMP1 NFkB inh	NR2F2 inh	SRC3 inh	KKLEB cytotox	SRC2 inh	CF NFkB inh
CN(c1ccccc1)S(=O)(=O)c1ccc(Cl)c(C(=O)NC2=NCCS2)c1	6	-1	3	-8	5	-7	26	14	13	-6	-22
CCOC(=O)Cn1c(=O)cnc2ccccc21	-9	0	12	1	6	3	-11	5	1	-4	1
C[N+]1(CCn2ccc3ccccc32)CCCCC1	5	3	-13	-7	8	-14	-12	-16	-10	-7	-2
CCCCN1C(=O)C(=O)N(CC(=O)N2N=C3/C(=C/c4ccco4)CCCC3C2c2ccco2)C1=O (stereo unspecified)	-6	8	-3	2	-4	-7	4	-9	7	7	-4
O=C(CCCn1c(=O)c2sccc2n(Cc2ccc(F)cc2)c1=O)NCc1ccco1	8	1	5	14	16	7	nt	-4	-2	nt	4
CCn1c(CNc2ccc(Cl)cc2)nnc1SCCN1CCCCC1	nt	-15	-18	27	-8	-6	7	3	11	0	1
CC(=O)Nc1ccc(S(=O)(=O)Nc2nc3ccccc3nc2N2CCOCC2)cc1	-7	-35	-6	5	0	-2	-12	4	11	15	-13
CN(C(=O)COC(=O)Cc1c(F)cccc1Cl)c1c(N)n(Cc2ccccc2)c(=O)[nH]c1=O	-7	-7	12	9	-8	3	15	15	26	-11	4
CCn1c(=O)c(CCC(=O)N2CCN(c3ccccn3)CC2)c(C)c2c(C)nn(-c3cccc(C)c3)c21	17	-2	-1	39	22	12	3	1	-20	9	44
